TexasRed fluor = alters Texas Red total fluorescence, flagging assay interference; AID 1479; Potency, µM (series often up to 106 µM), for the others: top-dose fluorescence change, negative = quenching; TRb/SRC2 Texas Red total fluorescence interference; 280,000 compounds, 0.29% hits; active = well fitted curve in either direction with a large enough effect; inconclusive = small, poorly fitted or top-dose-only effect; also: % is scaled to controls: 0 for no effect and ±100 for the full control effect
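Flags fluorescent or light-absorbing compounds by total fluorescence, S + 2P, at 555 nm excitation and 632 nm emission. Mixture: 20 nM Texas Red SRC2 peptide, 0.6 uM human TRb LBD, 1 uM T3, 5% DMSO; compound exposure 5 h at ambient temperature.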
RECQ1 inh = inhibitors of human RECQ1 DNA helicase; P46063; RECQ1 DNA unwinding, red fluorescence kinetic read; Potency, µM (top dose mostly 57.3 µM), for the others: at the top dose activity, negative = inhibition, most hits filed as inhibitors; 240,000 compounds, 0.54% hits; AID 2549;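 also: plate controls were vehicle for no effect and no enzyme for full effect; nearly all actives have a fitted effect of over 30% in size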
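RECQ1T1 50 nM; forked duplex (20 bp + 30-nt ss tails) 200 nM, ATP 2 mM final; pH 8.0, 2 mM MgCl2, 2.5 ug/ml poly(dI-dC); 15 min compound preincubation; discontinuous kinetic read over 2 h at RT.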
RGS12 GoLoco inh = RGS12 GoLoco-Gai1 interaction inhibition; Gai1:RGS12 GoLoco peptide FP, rhodamine, 10 min; Potency, µM (doses to about 61.6 µM), for the others: at the highest dose activity, negative = inhibition, hits mostly inhibitors; 230,000 compounds, 0.44% hits; AID 880; active = well fitted inhibition curve with a large enough effect, not every such curve was filed as active; inactive = no such curve, though single readings can be large or run the other way; also: % is scaled to controls: 0 for no effect and ±100 for the full control effect; nearly all actives have a fitted effect of over 30% in size; many of its hits are not listed in these tables
ALDH1A1 block = ALDH1A1 (human) enzyme inhibition. P00352. Purified ALDH1A1, NADH fluorescence, propionaldehyde substrate. Potency, µM (series often up to 75.3 µM), inactives show at the highest dose activity, negative = inhibition, most hits filed as inhibitors. 220,000 compounds, 7.3% hits. AID 1030; active = well fitted inhibition curve with a large enough effect, not every such curve was filed as active; inconclusive = small, poorly fitted or top-dose-only effect, or another doubt; inactive = no such curve, though single readings can be large or run the other way;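 also: plate controls were no enzyme wells and a reference inhibitor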
Target sequence (P00352 whole entry, looked up): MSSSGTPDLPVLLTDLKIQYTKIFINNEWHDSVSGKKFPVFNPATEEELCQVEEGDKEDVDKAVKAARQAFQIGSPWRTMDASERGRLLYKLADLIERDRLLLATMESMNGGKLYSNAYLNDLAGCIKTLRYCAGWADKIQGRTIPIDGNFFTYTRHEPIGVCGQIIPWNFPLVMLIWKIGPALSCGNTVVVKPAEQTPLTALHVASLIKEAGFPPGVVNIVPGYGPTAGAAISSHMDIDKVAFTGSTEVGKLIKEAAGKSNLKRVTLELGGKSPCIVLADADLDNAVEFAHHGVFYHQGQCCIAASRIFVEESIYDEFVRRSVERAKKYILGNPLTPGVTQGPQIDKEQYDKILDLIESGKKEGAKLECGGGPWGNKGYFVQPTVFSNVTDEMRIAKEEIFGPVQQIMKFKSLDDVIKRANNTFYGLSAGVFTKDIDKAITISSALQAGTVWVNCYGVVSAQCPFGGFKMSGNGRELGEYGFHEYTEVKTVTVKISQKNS
SMN2 splice enh = increases expression of the SMN2 splice variant; Potency, µM (series often up to 46.1 µM), for the others: at the top dose activity change, positive = activation, hits mostly activators; AID 1458; HEK293 SMN2-luciferase splicing reporter, luminescence, 30-36 h; 210,000 compounds, 2.8% hits; also: % of control where 0% means no effect; nearly all actives have a fitted effect of over 55% in size
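qHTS luciferase splicing reporter: luminescence rises when SMN2 exon 7 is included in transfected HEK293 cells. Compound exposure lasted 30-36 h at 37C, with 4.5 mM final sodium butyrate as control, followed by a ONE-Glo read.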
TRb-SRC2 inh = disrupts binding of human TR beta to SRC2 | P10828 | TRbeta-SRC2 peptide binding, fluorescence polarization; receptor liganded with 1 µM T3 | Potency, µM (highest dose often 106 µM), for the others: top-dose activity change, negative = inhibition, usual class: inhibitors | 280,000 compounds, 0.065% hits;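 also: plate controls were bound peptide for no effect and peptide without receptor for full effect; nearly all actives have a fitted effect of over 50% in size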
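Assay buffer: 20 mM Tris-HCl, 100 mM NaCl, 10% glycerol, 1 mM EDTA, 0.01% NP-40, 1 mM DTT, 1 uM T3, 5% DMSO; TRb LBD 0.6 uM, Texas Red SRC2 20 nM; FP after 5 hr.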
LMNA splice mod = changes lamin A minigene splicing in HeLa cells | AID 1487 | 200,000 compounds, 0.01% hits | Potency, µM (series often up to 46.1 µM), without a hit: at the highest dose ratio change, negative = inhibition, actives largely listed as inhibitors | HeLa LMNA splicing GFP/RFP minigene ratio, 48 h; active = well fitted inhibition curve with a large enough effect in the signal ratio, with a control signal flat, not every such curve was filed as active; inconclusive = small, poorly fitted or top-dose-only effect, or effect the other way, or a change in a side signal; the % refers to the signal ratio; also: % is scaled to controls: 0 for no effect and ±100 for the full control effect
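S3 HeLa cells stably expressing lamin A-EGFP splicing minigene plus DsRed2, 600 cells/well, 48 h compound exposure at 37C. Laser-scanning cytometry; analysed as GFP (500-530 nm)/RFP (575-640 nm) total intensity ratio; 0.5% DMSO vehicle.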
KDM4E inh = JMJD2E (human) inhibition. JMJD2E catalytic domain, FDH-coupled NADH fluorescence (FDH is formaldehyde dehydrogenase). 230,000 compounds, 1.6% hits. B2RXH2. AID 2147. Potency, µM (top dose mostly 57.1 µM), inactives show top-dose activity change, negative = inhibition, hits mostly inhibitors; active = well fitted inhibition curve with a large enough effect, not every such curve was filed as active; inconclusive = small, poorly fitted or top-dose-only effect, or another doubt; inactive = no such curve, though single readings can be large or run the other way;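 also: 0% = wells with enzyme and -100% = buffer wells without enzyme; nearly all actives have a fitted effect of over 50% in size; many of its hits are not listed in these tables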
Target sequence (B2RXH2 1-337 limits assumed): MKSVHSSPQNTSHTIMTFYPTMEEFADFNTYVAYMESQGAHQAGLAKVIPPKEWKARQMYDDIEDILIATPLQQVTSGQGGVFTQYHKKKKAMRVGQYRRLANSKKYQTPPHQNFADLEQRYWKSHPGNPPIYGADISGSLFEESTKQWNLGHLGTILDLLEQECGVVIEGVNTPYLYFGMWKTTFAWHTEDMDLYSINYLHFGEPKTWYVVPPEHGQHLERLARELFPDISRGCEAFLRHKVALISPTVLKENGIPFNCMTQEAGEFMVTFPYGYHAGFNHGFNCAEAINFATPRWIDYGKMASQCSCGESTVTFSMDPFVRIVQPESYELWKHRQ
The depositor's hits bear a star; i = inactive; u = inconclusive; x = no result given; & = joins results of further samples; [ ] = remark or other dose. Unless noted, calls follow the shape of the dose curve; as a rule, active = well fitted curve in the direction sought with a large enough effect; inconclusive = small, poorly fitted or top-dose-only effect, or another doubt; inactive = no such curve, though single readings can be large; an effect the other way counts as inactive or inconclusive. Potency is read from the fitted curve at half-maximal effect. A portion of the library; count on the stated rates, not on these rows.

A first look:
Value order: TexasRed fluor	RECQ1 inh	RGS12 GoLoco inh	ALDH1A1 block	SMN2 splice enh	TRb-SRC2 inh	LMNA splice mod	KDM4E inh
COc1ccc(CCNC(=O)CC2COc3ccccc3O2)cc1OC (stereo not drawn)
  -4%	i	4%	-2%	1%	0%	4%	6%
COCCNC(=O)Cn1nc(C)c2ccccc2c1=O
  -5%	i	7%	-4%	5%	-7%	3%	-4%
CCN(CC)C(=O)c1sc2nc(-c3ccc(OC)cc3)cn2c1C
  -7%	i	5%	-14%	u	-4%	2%	10%
CC(=O)Nc1ccc(/C=N/NC(N)=S)cc1
  -5%&-1%	-14%	1%	-10%	x	1%&-5%	x	x
O=S(=O)(Nc1ccc(S(=O)(=O)N2CCCCCC2)cc1)c1cccs1
  0%	-17%	5%	u	-7%	-1%	9%	-5%

The listing, repeating the preview:
Value order: TexasRed fluor	RECQ1 inh	RGS12 GoLoco inh	ALDH1A1 block	SMN2 splice enh	TRb-SRC2 inh	LMNA splice mod	KDM4E inh
COc1ccc(CCNC(=O)CC2COc3ccccc3O2)cc1OC (stereo not drawn)
  -4%	i	4%	-2%	1%	0%	4%	6%
COCCNC(=O)Cn1nc(C)c2ccccc2c1=O
  -5%	i	7%	-4%	5%	-7%	3%	-4%
CCN(CC)C(=O)c1sc2nc(-c3ccc(OC)cc3)cn2c1C
  -7%	i	5%	-14%	u	-4%	2%	10%
CC(=O)Nc1ccc(/C=N/NC(N)=S)cc1
  -5%&-1%	-14%	1%	-10%	x	1%&-5%	x	x
O=S(=O)(Nc1ccc(S(=O)(=O)N2CCCCCC2)cc1)c1cccs1
  0%	-17%	5%	u	-7%	-1%	9%	-5%
Nc1nnn(CC(=O)N/N=C/c2ccccc2Cl)n1
  1%	9%	6%	13%	x	2%	x	8%
CCOC(=O)c1c(C)[nH]c2cc(Br)c(OC)cc12
  -1%	i	2%	2%	-2%	-9%	u	1%
CCSc1nnc(-c2cccnc2)n1-c1ccc(Cl)c(C)c1
  -4%	-5%	-42%	-15%	-12%	-8%	8%	0%
Cc1ccc(C(c2nnnn2C(C)(C)C)N2CCC(C)CC2)cc1 (stereo not drawn)
  0%	i	73%[activator]	-10%	-23%	-4%	-4%	4%
O=C(N/N=C/c1ccco1)c1cc(-c2cccc(Br)c2)nc2ccccc12
  -1%	-10%	8%	-2%	-46%[inhibitor]	-2%	u	x

Other records:
Value order: TexasRed fluor	RECQ1 inh	RGS12 GoLoco inh	ALDH1A1 block	SMN2 splice enh	TRb-SRC2 inh	LMNA splice mod	KDM4E inh
CCC(=O)Oc1ccc2c(c1)OC1(OC(C)=O)OC(C)CC1=C2C (stereo not drawn)
  0%	-1%	7%	u	x	-2%	x	u
NC(=S)Cc1ccccc1Cl
  -1%	1%	5%	-6%	x	-2%	8%[46 µM]	-1%
Cc1cc(O)c(NC(=O)c2cccc([N+](=O)[O-])c2)cc1C
  -2%	-1%	8%	x	x	0%	x	-15%
Cc1ccc(S(=O)(=O)Nc2cc(Cl)c(O)cc2C)cc1
  2%	-1%	-12%	u	x	-6%	u	2%
CS(=O)(=O)N(CC(=O)NCc1ccncc1)C1CCCCC1
  -1%	i	4%	-6%	-12%	-8%	x	2%
COc1ccc(S(=O)(=O)NCc2ccccn2)c(Cl)c1Cl
  1%	-9%	4%	u	5%	4%	-15%	-5%
O=C(CNC(=O)c1ccccc1)NC1(C(=O)NC2CCCCC2)CCCCC1
  4%	-11%	10%	9%	-3%	-1%	-4%[9.22 µM]	3%
COc1ccc(S(=O)(=O)N(CC(=O)NCc2ccco2)c2ccccc2)cc1
  -8%	i	-19%	-6%	5%	2%	3%	3%
COc1ccc(C(=O)Nn2c(SCC(=O)N3CCC(C)CC3)nc3ccccc3c2=O)cc1
  -2%	-5%	16%	u	-79%[inhibitor]	3%	0%	-2%
Cc1cc2c(cc1C)N(C(=O)CSc1nncn1C)C(C)(C)c1ssc(=S)c1-2
  -9%	-1%	2%	0%	-7%	-6%	-18%	-8%

Next compounds follow:
Value order: TexasRed fluor	RECQ1 inh	RGS12 GoLoco inh	ALDH1A1 block	SMN2 splice enh	TRb-SRC2 inh	LMNA splice mod	KDM4E inh
COc1ccc(NC(=O)C(=O)NCC(=O)Nc2cccc(C(F)(F)F)c2)cc1
  0%	3%	-2%	1%	-14%	-9%	x	8%
Cc1ccc(S(=O)(=O)N2CCN(C(=O)c3ccc([N+](=O)[O-])cc3)C2)cc1
  -1%	0%	-2%	u	-4%	-2%	x	-1%
CCC(CO)NCc1sccc1C (stereo not drawn)
  1%	-5%	16%	20µM*	x	1%	17%[46 µM]	13%
CCSc1nnc(-c2ccccc2NC(=O)CC)c(=O)[nH]1
  -5%	-3%	0%	-1%	3%	2%	7%	-3%
CCCNC(=O)CCn1c(-c2ccc(C)cc2)cc(C(=O)OCC)c1C
  -1%	-11%	-10%	0%	6%	-1%	5%	-6%
Nc1nc(NCc2ccco2)nc(N2CCCC2)c1[N+](=O)[O-]
  -10%	i	17%	4µM*	x	5%	u	-4%
O=C(c1ccncc1)N1CCC2(CC1)CCN(c1ncccn1)CC2
  x	i	-1%	-4%	-19%	x	x	x
COc1ccc(C(=O)c2ccccc2Cl)cc1OC
  -6%	i	-5%	-9%	x	-4%	x	-3%
CCn1c(=O)[nH]c(=O)c2c(N)c(C(=O)c3cc(F)ccc3F)sc21
  -3%	-2%	5%	x	x	7%	x	-1%
Cc1cccc(N2C(=O)c3cccc4c(N5CCCCC5)c([N+](=O)[O-])cc(c34)C2=O)c1C
  1%	-5%	12%	u	-16%	-12%	-3%	8%

More structures
Value order: TexasRed fluor	RECQ1 inh	RGS12 GoLoco inh	ALDH1A1 block	SMN2 splice enh	TRb-SRC2 inh	LMNA splice mod	KDM4E inh
CCOP(=O)(OCC)C(Nc1ccc([N+](=O)[O-])cc1)c1ccc(Cl)cc1 (stereo not drawn)
  -2%	-10%	-1%	2%	-13%	7%	u	0%
COc1ccc(OCC(=O)Nc2ccc(S(=O)(=O)Nc3cc(C)nc(C)n3)cc2)cc1
  2%	-10%	-3%	u	18%	6%	u	-30%
Cc1nn(-c2ccccc2)c(Cl)c1/C=N/NC(=O)OC(C)(C)C
  -1%	-3%	-6%	-8%	18µM*	-7%	u	-3%
CC1CN(C(=O)c2cccs2)CC(C)O1 (stereo not drawn)
  -1%	i	0%	16%	-28%	-7%	6%[46 µM]	4%
CCCCNC(=O)c1cc(C)nn1-c1ccccc1
  -1%	-8%	-6%	x	x	-5%	x	-1%
COc1ccc(C(=O)Nc2ccc(NS(=O)(=O)c3ccccc3)cc2)cc1OC
  -2%	i	-2%	x	x	4%	x	-3%
Cc1nnc2c(-c3ccccc3)nc3ccccc3n12
  -4%	0%	3%	4%	x	-1%	-14%	-1%
Cc1ccc(C)c2[nH]c(=O)c(CCNC(=O)Cc3cccs3)cc12
  -1%	-1%	7%	u	14%	-1%	u	-12%
CCOc1ccc(NC(=O)N2CCC(n3nnc4ccccc43)CC2)cc1
  1%	i	20%	3%	-10%	-4%	14%[46 µM]	u
CN(C(=O)CSc1nc(O)cc(=O)n1C1CCCC1)c1ccccc1
  -1%	i	18%	-7%	x	-3%	x	0%

Further entries follow.
Value order: TexasRed fluor	RECQ1 inh	RGS12 GoLoco inh	ALDH1A1 block	SMN2 splice enh	TRb-SRC2 inh	LMNA splice mod	KDM4E inh
O=C(NCc1ccccc1)N1CCC(n2cnc3cc(F)ccc32)CC1
  -2%	-5%	8%	0%	-16%	1%	8%	4%
Cc1ccc(OCC(=O)N/N=C\c2ccco2)c(C)c1
  1%	-12%	1%	5%	-22%	-11%	-4%	2%
COc1cc(CC(NC(C)=O)C(=O)NC2CCN(C(=O)C3CC3)CC2)cc(OC)c1 (stereo not drawn)
  3%	i	9%	-3%	3%	-3%	u	4%
CC(C)[C@H]1CN=C2N(C[C@H](C)NC(=O)CCC3CCCCC3)[C@H](Cc3ccc(O)cc3)CN21
  -1%	u	-7%	x	x	3%	x	-7%
CCOC(=O)c1sc(NC(=O)Cc2c(F)cccc2Cl)nc1C
  1%	-16%	6%	u	22%	2%	-3%[46 µM]	1%
Cc1cccc(/C(N)=N/OC(=O)Cc2ccccc2)c1
  1%	-16%	5%	9%	11%	4%	u	-1%
O=C(O)c1cc(=O)c2ccccc2[nH]1
  -4%&-2%&-2%&-1%&-2%	-6%&-21%&-4%&-4%	0%&-3%&-25%&4%	-5%&-35%&-98%	5%&1%	-9%&5%&-5%&-5%&4%	-10%	u
Cc1ccccc1NS(=O)(=O)c1cc(C(=O)NCc2ccco2)ccc1C
  -2%	-1%	-6%	4%	26%	-12%	-4%	5%
O=C(COC(=O)c1ccccc1)Nc1cc(Cl)ccc1Oc1ccccc1
  -21%	-11%	3%	10%	-19%	-1%	-2%	-2%
CCN1CCN(Cc2c(O)ccc3c2O/C(=C\c2ccc(C)cc2)C3=O)CC1
  -12%	-2%	8%	-7%	-1%	2%	u	u

New compounds follow.
Value order: TexasRed fluor	RECQ1 inh	RGS12 GoLoco inh	ALDH1A1 block	SMN2 splice enh	TRb-SRC2 inh	LMNA splice mod	KDM4E inh
C/C(=N\S(=O)(=O)c1ccc(C)cc1)N1CCN(S(=O)(=O)c2ccccc2)C1C(C)C (stereo not drawn)
  0%	i	-15%	-3%	13%	-1%	8%	-1%
CCN(CCO)C(=S)Nc1cc(C(=O)OC)ccc1C(=O)OC
  1%	2%	-1%	-16%	-6%	-4%	-4%	u
O=[N+]([O-])c1ccc(-c2cn3nc(-c4ccccc4)c(-c4ccccc4)nc3n2)cc1
  u	-2%	13%	x	x	u	x	5%
N#Cc1sc2nc(-c3cccs3)cc(-c3ccccc3)c2c1N
  -4%	-9%	29%	u	-16%	-11%	-6%	u
S=C(NCc1ccco1)Nc1cccc(Cl)c1
  2%	-20%	10%	u	-16%	-27%	u	4%

Source: PubChem (National Center for Advancing Translational Sciences (NCATS))
